Bioassay records as filed in PubChem BioAssay.
USP1 inh – USP1/UAF1 (human) deubiquitinase inhibition. O94782. Potency, µM (titrated, usually from 57.1 µM), without a hit: at the top dose activity change, negative = inhibition, hits mostly inhibitors. 390,000 compounds, 0.23% hits. recombinant USP1/UAF1, Ub-Rhodamine cleavage fluorescence; note: % is set by controls: 0 for no effect and ±100 for the full control effect; nearly all actives have a fitted effect of over 60% in size; inactives centre near -12
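1 nM enzyme complex + cpd, 15 min RT; start with Ub-Rho 150nM final; kinetic fluorescence ex 480/em 540, 6 reads q60 s. Buffer 50mM HEPES pH 7.8, 0.5mM EDTA, 0.1 mg/ml BSA, 1mM TCEP, 0.01% Tween-20.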
Vif-A3G inh – blocks the Vif interaction with human APOBEC3G; Q9HC16; HeLa A3G-eYFP + Vif (tagged APOBEC3G with the HIV-1 protein that degrades it), YFP fluorescence, overnight; Potency, µM (series often up to 46.1 µM), without a hit: at the top dose activity, negative = active, actives largely listed as inhibitors; 410,000 compounds, 0.076% hits;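 note: % is set by controls: 0 for no effect and ±100 for the full control effect; nearly all actives have a fitted effect of over 60% in size; hits raise eYFP signal because A3G escapes Vif-driven loss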
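HeLa cells stably expressing Vif and C-terminally eYFP-tagged A3G, seeded overnight at 37 deg C, then exposed to compound by pintool overnight at 37 deg C. Rise in yellow fluorescence (Ex 488/Em 500-530, Acumen) marks blocked Vif-driven A3G degradation.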
12-LOX inh – blocks human arachidonate 12S-lipoxygenase; P18054; purified 12hLO, xylenol orange hydroperoxide absorbance; Potency, µM (titrated, usually from 108 µM), inactives show top-dose activity change, negative = inhibition, hits mostly inhibitors; 580,000 compounds, 1.1% hits; note: % is set by controls: 0 for no effect and ±100 for the full control effect
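Hydroperoxide product was detected by ferrous iron/xylenol orange as the 573 to 405 nm absorbance ratio. Arachidonic acid at 40 uM (final) was turned over for 30 min at room temperature by 150 nM human 12hLO, pH 7.0 Hepes buffer, after 15 min compound preincubation.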
mIDH1 inhibitor – human IDH1 R132H inhibition; O75874; IDH1-R132H enzyme, NADPH consumption, diaphorase/resazurin fluorescence; Potency, µM (titrated, usually from 76.6 µM), without a hit: at the highest dose activity change, negative = inhibition, usual class: inhibitors; 390,000 compounds, 0.093% hits; note: % is set by controls: 0 for no effect and ±100 for the full control effect; nearly all actives have a fitted effect of over 65% in size
Target sequence (O75874 whole entry R132H, stated change not applied): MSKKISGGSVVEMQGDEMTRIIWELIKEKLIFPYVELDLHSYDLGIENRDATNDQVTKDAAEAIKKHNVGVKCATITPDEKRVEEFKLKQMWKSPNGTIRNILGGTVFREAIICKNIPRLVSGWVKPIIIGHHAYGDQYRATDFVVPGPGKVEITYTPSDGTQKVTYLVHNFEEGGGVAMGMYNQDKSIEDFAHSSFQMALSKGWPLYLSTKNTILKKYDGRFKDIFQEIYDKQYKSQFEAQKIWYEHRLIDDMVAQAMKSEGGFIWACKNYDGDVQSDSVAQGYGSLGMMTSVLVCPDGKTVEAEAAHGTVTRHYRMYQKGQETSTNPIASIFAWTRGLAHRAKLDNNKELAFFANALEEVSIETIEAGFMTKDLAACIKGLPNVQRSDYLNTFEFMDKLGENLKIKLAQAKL
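IDH1-R132H (0.5 ug/mL dispensed) in pH 7.5 Tris buffer was preincubated 30 min with compound, then given a substrate mix of 0.016 mM NADPH and 2 mM alpha-KG for 80 min at room temperature; remaining NADPH was read by diaphorase/resazurin fluorescence.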
TrxR1 inh – blocks rat thioredoxin reductase 1; recombinant rTrxR1, NADPH fluorescence consumption, selenite substrate; Potency, µM (series often up to 114 µM), for the others: top-dose activity change, negative = inhibition, hits mostly inhibitors; 390,000 compounds, 1% hits; AID 588453; note: % is set by controls: 0 for no effect and ±100 for the full control effect; nearly all actives have a fitted effect of over 65% in size
Target sequence (O89049 whole entry, looked up): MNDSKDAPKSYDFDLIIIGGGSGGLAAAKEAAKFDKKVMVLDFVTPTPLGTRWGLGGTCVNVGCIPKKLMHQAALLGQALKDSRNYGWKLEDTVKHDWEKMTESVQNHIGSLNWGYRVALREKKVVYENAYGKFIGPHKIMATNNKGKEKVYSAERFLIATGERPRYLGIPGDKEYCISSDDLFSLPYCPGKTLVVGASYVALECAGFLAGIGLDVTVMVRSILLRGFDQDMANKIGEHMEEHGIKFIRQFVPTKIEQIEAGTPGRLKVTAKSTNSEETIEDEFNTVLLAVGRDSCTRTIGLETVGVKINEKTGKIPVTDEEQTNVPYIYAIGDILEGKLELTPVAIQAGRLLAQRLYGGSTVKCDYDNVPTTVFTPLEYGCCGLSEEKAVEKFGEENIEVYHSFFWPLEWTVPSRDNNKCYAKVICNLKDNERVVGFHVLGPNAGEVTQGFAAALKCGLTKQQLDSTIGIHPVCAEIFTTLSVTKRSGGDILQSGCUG
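Rat TrxR1 (90 nM in the dispensed reagent) was pre-reduced with 400 uM NADPH for 5 min at room temperature, then incubated with compound for 15 min. After 400 uM selenite was added, NADPH fluorescence (Ex 340/Em 450 nm) was followed for 8 min.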
RXFP1 ag – RXFP1 (human) receptor agonism; Q9HBX9; HEK293T-RXFP1 cAMP TR-FRET, 30 min; response scale: percent of porcine relaxin response, buffer zero; Potency, µM (top dose mostly 57.5 µM), for the others: at the highest dose activation, hits mostly activators; 370,000 compounds, 0.3% hits; AID 2676; note: % is set by controls: 0 for no effect and ±100 for the full control effect; nearly all actives have a fitted effect of over 60% in size; many of its hits are not listed in these tables
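cAMP rise read by TR-FRET after 30 min, 37C compound exposure (up to 58 uM) in RXFP1-transfected HEK293 cells with Ro 20174 present. EC50 from Hill-equation fits, with 29 nM porcine relaxin as 100% and buffer as basal.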
TrxR1 substrate – substrates of rat thioredoxin reductase 1. purified TrxR1 substrate turnover, NADPH consumption readout. Potency, µM (highest dose often 114 µM), inactives show top-dose activity change, negative = substrate turnover. O89049. 390,000 compounds, 0.01% hits; note: % is set by controls: 0 for no effect and ±100 for the full control effect; nearly all actives have a fitted effect of over 50% in size
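Rat TrxR1, dispensed at 90 nM, was prereduced with 400 uM NADPH (final) for 5 min at ~22 deg C, then incubated with compound 15 min before 400 uM selenite. A first-read NADPH fluorescence drop versus no-compound background flagged substrates.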
RGS4 inh – inhibitors of human regulator of G protein signaling 4; Transcreener GDP fluorescence polarization, RGS4-accelerated GTP hydrolysis; Potency, µM (top dose mostly 114 µM), inactives show at the top dose activity change, negative = inhibition, actives largely listed as inhibitors; 390,000 compounds, 0.039% hits; note: % is set by controls: 0 for no effect and ±100 for the full control effect; nearly all actives have a fitted effect of over 75% in size; some results filed as inactive show a strong effect at the top dose
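MLSMR compounds (23 nl, pin-transferred) preincubated 10 min at room temperature with a 500nM (2x) first reagent, then RGS4 at 900nM (2x) plus Transcreener GDP mix added; fluorescence polarization (620/688 nm) read before and after 90 min at 30 °C.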
Vif-APOBEC3F blk – Vif-A3F binding inhibition; HeLa A3F-eYFP + Vif (tagged APOBEC3F with the HIV-1 protein that degrades it), YFP fluorescence increase; Potency, µM (series often up to 46.1 µM), without a hit: at the highest dose activity, negative = active; 390,000 compounds, 0.2% hits; note: % of control where 0% means no effect; nearly all actives have a fitted effect of over 65% in size
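Fluorescence increase (Ex 488/Em 500-530) after overnight compound treatment at 37 deg C flags inhibition of Vif-driven A3F-eYFP loss in stable HeLa A3F-eYFP/Vif cells seeded overnight beforehand.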
* = called active by the depositor; ? = inconclusive; nt = not tested or not shown; & = joins results of further samples; [ ] = another dose, or the depositor's remark. Calls come from the whole dose curve; as a rule, active = well fitted curve in the direction sought with a large enough effect; inconclusive = small, poorly fitted or top-dose-only effect, or another doubt; inactive = no such curve, though single readings can be large; an effect the other way counts as inactive or inconclusive. Potency is the fitted concentration of half-maximal effect.

1) O=C(c1ccco1)N1CCN(c2ccc(Cl)c(Cl)c2)CC1
2) CC1CCN(S(=O)(=O)c2ccc3c(c2)c(=O)c(C(=O)NCCc2ccccc2)cn3C)CC1
3) CN1CCN(S(=O)(=O)c2cccc(C(=O)N(Cc3nnc(-c4ccc(Cl)cc4)o3)C3CC3)c2)CC1
4) Cc1cccc(OCC(=O)N(Cc2ccco2)C2CCS(=O)(=O)C2)c1 (stereo not given)
5) COc1ccc(NC(=O)CS(=O)c2ccc(F)cc2)cc1 (stereo not given)
assay / compound	1	2	3	4	5
USP1 inh	-12.2%	-3.6%	-18.1%	-21.5%	-12.2%
Vif-A3G inh	2.4%	3.4%	1.2%	1.7%	1.2%
12-LOX inh	?	?	-5.2%	29.7%	10.8%
mIDH1 inhibitor	-0.9%	-5.2%	0.9%	11.5%	9.4%
TrxR1 inh	5.3%	13.4%	14.1%[57.1 µM]	-1.1%[57.1 µM]	12.8%
RXFP1 ag	nt	3.4%	0.7%	0.5%	-0.4%
TrxR1 substrate	5.3%[57.1 µM]	-8.2%	3.4%[57.1 µM]	-0.3%[57.1 µM]	-1.1%
RGS4 inh	-15.2%	-0.9%	-21.0%	-20.2%	7.5%
Vif-APOBEC3F blk	-0.9%	0.9%	2.9%	6.4%	0.6%

6) COc1cc(/C=C2\CC(C(C)(C)C)C/C(=C\c3cc(OC)c(OC)c(OC)c3)C2=O)cc(OC)c1OC (stereo not given)
7) Cn1c(NCc2ccccc2)cc(=O)n(C)c1=O
8) COc1cc(OC)cc(C(=O)N2CCN(C3CCCCC3)CC2)c1
9) COc1ccccc1Cn1c(C2CC(=O)N(c3ccccc3OC)C2)nc2ccccc21 (stereo not given)
10) CC(NC(=O)COc1ccc(/C=N/NC(=O)C(=O)Nc2ccccc2Br)cc1)c1ccccc1 (stereo not given)
assay / compound	6	7	8	9	10
USP1 inh	-3.5%	-13.1%	-8.4%	?	-20.2%
Vif-A3G inh	8.91µM*	1.5%	3.0%	-1.3%	-20.6%
12-LOX inh	0.0%	-19.2%	?	?	0.0%
mIDH1 inhibitor	2.0%	14.0%	-0.7%	0.5%	5.8%
TrxR1 inh	10.7%	8.5%	6.4%	22.2%	15.0%
RXFP1 ag	4.7%	1.3%	1.0%	-3.6%	0.8%
TrxR1 substrate	-6.3%	4.7%	3.1%	-0.4%	24.9%
RGS4 inh	-9.0%	-9.3%	3.8%	4.5%	-17.9%
Vif-APOBEC3F blk	?	-1.8%	3.6%	0.2%	nt

11) CN=C(NC1CCCCC1)c1ccc(Cl)cc1
12) C=C(C)CSc1nncn1/N=C/c1ccc(OC)cc1
13) CC(C)c1ccc(NC(=O)Cn2c(=O)oc3cccnc32)cc1
14) COc1cccc(-c2cc(C(=O)NCC3CCCO3)on2)c1 (stereo not given)
15) CC1(C)CC(=O)C2=C(C1)Nc1ncnn1C2c1cccs1 (stereo not given)
assay / compound	11	12	13	14	15
USP1 inh	-13.7%	5.2%	-3.9%	-22.1%	1.9%
Vif-A3G inh	-3.4%	1.9%	0.3%	4.0%	-1.2%
12-LOX inh	-21.6%	?	137.3%[activator]	-0.5%	3.4%&18.0%
mIDH1 inhibitor	-4.3%	1.6%	5.6%	7.2%	9.8%
TrxR1 inh	-1.7%	-1.3%	5.9%[57.1 µM]	24.6%	11.6%
RXFP1 ag	2.2%	-1.4%	1.3%	-0.5%	0.1%
TrxR1 substrate	0.2%	-2.7%	4.1%[57.1 µM]	5.0%	-1.4%
RGS4 inh	-2.5%	18.4%	-12.0%	3.0%	14.5%
Vif-APOBEC3F blk	0.3%	-4.0%	5.3%	-4.2%	17.7%

16) C=CCOc1ccc(CNCc2cccnc2)cc1OCC
17) Cc1cc(Br)c(NC(=O)COC(=O)CSc2nnc(-c3ccc(Cl)cc3)o2)c(Br)c1
18) CC(=O)N1c2c(ccc3ccccc23)C(C)CC12CCCCC2 (stereo not given)
19) COc1ccc(-c2cc(C(F)(F)F)n3nc(C(=O)NCCCN4CCOCC4)cc3n2)cc1
20) Cc1ccc(OCc2nnc(SCC(=O)Nc3ncc(C)s3)o2)cc1
assay / compound	16	17	18	19	20
USP1 inh	-23.2%	-18.0%	-26.1%	-18.6%	-8.9%
Vif-A3G inh	-0.2%	-0.8%	-11.1%	-2.7%	-5.1%
12-LOX inh	?	-14.4%	?	-0.2%	8.7%
mIDH1 inhibitor	-11.1%	1.0%	1.8%	-3.9%	3.0%
TrxR1 inh	20.6%	-11.0%	8.5%	28.7%	37.9%
RXFP1 ag	-1.6%	2.6%	1.5%	3.3%	0.3%
TrxR1 substrate	6.9%	-1.2%	-4.8%	81.6%	-18.0%[57.1 µM]
RGS4 inh	-5.3%	-3.5%	-7.4%	10.6%	-29.3%
Vif-APOBEC3F blk	2.0%	-7.5%	-17.9%	?	12.5%

21) Cc1cc(C)nc(N/N=C/c2ccccc2OCc2cccc(Br)c2)n1
22) COc1ccc(OC)c(C2C(C(=O)c3cc4ccccc4o3)=C(O)C(=O)N2c2cc(C)on2)c1 (stereo not given)
23) CCOC(=O)CSc1nc(-c2ccccc2)nc2ccc(C)cc12
24) CCOC(=O)C1(C)/C(=N/Nc2ccc(Cl)cc2)C(=O)C(=O)N1c1ccccc1 (stereo not given)
25) COc1cc(C(C)=O)ccc1OCCCOc1cccc2cccnc12
assay / compound	21	22	23	24	25
USP1 inh	-10.1%	-12.9%	3.9%	-0.4%	-12.9%
Vif-A3G inh	?	-3.1%	0.6%	-11.7%	0.4%
12-LOX inh	12.5%	?	-4.0%	?	-4.1%
mIDH1 inhibitor	0.4%	-9.1%	-0.6%	2.1%	-6.8%
TrxR1 inh	7.6%[57.1 µM]	-23.6%	38.3%[0.0914 µM]	-22.0%	-7.2%
RXFP1 ag	-0.5%	?	14.9%	0.8%	2.3%
TrxR1 substrate	5.2%[57.1 µM]	-8.3%	-2.9%	-9.2%	-6.6%
RGS4 inh	-22.8%	3.4%	14.6%	?	5.3%
Vif-APOBEC3F blk	-4.8%	-5.5%	-4.1%	5.9%	2.9%

26) Cc1cc2c(cc1S(=O)(=O)N1CCCC1)n(C)c(=O)c(=O)n2C
27) COc1ccc(CCNc2ncccc2C#N)cc1OC
28) Cc1ccccc1NC(=O)c1ccc(OCC(=O)Nc2ccccc2F)cc1
29) COc1ccc(NC2CCCN(C(=O)c3ccccc3-c3ncc[nH]3)C2)cc1 (stereo not given)
30) BrC(/C=N/N1CCN(Cc2ccccc2)CC1)=C/c1ccccc1
assay / compound	26	27	28	29	30
USP1 inh	-17.9%	-22.3%	-15.0%	-13.9%	-11.5%
Vif-A3G inh	0.6%	-1.1%	-1.7%	0.6%	2.9%
12-LOX inh	437.9%[activator]	?	-7.6%	-22.2%	0.0%
mIDH1 inhibitor	-1.6%	6.3%	-0.1%	1.0%	-1.0%
TrxR1 inh	16.4%	5.4%	8.1%	nt	14.5%
RXFP1 ag	17.1%	0.5%	0.7%	nt	0.8%
TrxR1 substrate	4.8%	-2.7%	-2.2%	nt	-1.8%
RGS4 inh	11.4%	-5.1%	2.3%	nt	-4.2%
Vif-APOBEC3F blk	-5.1%	-6.3%	2.5%	-0.8%	4.7%

Record cards (already shown). Values in the order: USP1 inh | Vif-A3G inh | 12-LOX inh | mIDH1 inhibitor | TrxR1 inh | RXFP1 ag | TrxR1 substrate | RGS4 inh | Vif-APOBEC3F blk
Results for Cc1ccccc1NC(=O)c1ccc(OCC(=O)Nc2ccccc2F)cc1 = -15.0% | -1.7% | -7.6% | -0.1% | 8.1% | 0.7% | -2.2% | 2.3% | 2.5%
Results for BrC(/C=N/N1CCN(Cc2ccccc2)CC1)=C/c1ccccc1 = -11.5% | 2.9% | 0.0% | -1.0% | 14.5% | 0.8% | -1.8% | -4.2% | 4.7%
Results for COc1ccc(CCNc2ncccc2C#N)cc1OC = -22.3% | -1.1% | ? | 6.3% | 5.4% | 0.5% | -2.7% | -5.1% | -6.3%

Going on with the list.
31) COc1ccc(O)c(C2=Nc3ccccc3N=C(c3ccco3)C2)c1
32) COc1cc(=O)[nH]c(=O)n1CC(=O)c1ccccc1
33) NS(=O)(=O)c1ccc(CNc2nc(-c3cccnc3)nc3ccccc23)cc1
34) NC(=O)C1=CC2C3C=CC2(O)C(=O)OC3O1 (stereo not given)
35) CCc1ccc(NC(=O)NCc2cccnc2)cc1
36) Cc1ccc(C(=O)OCC(=O)Nc2ccc3c(c2)OCO3)o1
assay / compound	31	32	33	34	35	36
USP1 inh	-7.0%	-6.3%	-20.8%	-7.3%	-13.8%	-14.8%
Vif-A3G inh	-1.8%	0.3%	-8.2%	-14.7%	-0.9%	-2.2%
12-LOX inh	14.0%	-6.1%	-9.8%	17.8%	7.2%	0.0%
mIDH1 inhibitor	1.8%	1.9%	-1.2%	4.8%	1.5%	2.0%
TrxR1 inh	9.5%	12.0%[57.1 µM]	8.2%	11.5%[11.4 µM]	13.3%	9.3%
RXFP1 ag	2.1%	-1.8%	1.9%	nt	-0.4%	1.7%
TrxR1 substrate	1.7%	-0.5%[57.1 µM]	2.8%	6.2%[11.4 µM]	0.3%	10.3%
RGS4 inh	24.2%	-27.6%	-7.7%	4.9%	2.4%	-7.6%
Vif-APOBEC3F blk	nt	-11.6%	?	2.0%	-1.2%	-1.4%

Only part of the results is shown; rates above refer to the full screens.
